CRE-bla Fsk = Cell signaling CRE-BLA (Fsk stim) | CHO CRE-bla reporter (cAMP response element driving beta-lactamase), forskolin EC10, beta-lactamase ratio | Potency, µM (highest dose often 38.2 µM), inactives show top-dose activity change, negative = inhibition, most hits filed as activators | 71,000 tested, 2.5% active | AID 662, 2007; active = well fitted activation curve with a large enough effect in the signal ratio, with a control signal flat, not every such curve was filed as active; inconclusive = small, poorly fitted or top-dose-only effect, or effect the other way, or a change in a side signal; the % refers to the signal ratio; also: potency is read from the fitted curve at half-maximal effect; % of control where 0% means no effect
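qHTS titration format; CRE-bla CHO reporter; stimulus EC10 NKH 477, a water-soluble forskolin. Read: CCF4 460/530 nm ratio. Potency expressed as AC50 for activators or inhibitors.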
Hsp90 Hop PPI = qHTS Assay for Disrupters of an Hsp90 Co-Chaperone Interaction. Hsp90 C-terminal peptide / TPR2A (Hop) interaction, human. AlphaScreen TPR2A-His6 binding biotin-Hsp90 C-terminal peptide. Potency, µM (highest dose often 57 µM), for the others: at the highest dose activity change, negative = inhibition. 71,000 tested, 0.44% active. AID 595, 2007; active = well fitted curve in either direction with a large enough effect; inconclusive = small, poorly fitted or top-dose-only effect, or another doubt; also: potency is read from the fitted curve at half-maximal effect; % is scaled to controls: 0 for no effect and ±100 for the full control effect; many of its hits are not listed in these tables
UbGFP stabilizer = Ubiquitin-GFP Assay; Ubiquitin-GFP reporter cells, proteasome inhibition, GFP fluorescence; response scale: untreated = 0%, 10 µM MG-132 = 100%; 67,000 tested, under 10 active; Potency, µM (top dose mostly 45.9 µM), for the others: top-dose activation (GFP accumulation), most hits filed as activators; AID 526, 2006; active = well fitted activation curve with a large enough effect, not every such curve was filed as active; inconclusive = small, poorly fitted or top-dose-only effect, or another doubt; inactive = no such curve, though single readings can be large or run the other way; also: potency is read from the fitted curve at half-maximal effect
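Reporter cells (U2OS, ubiquitin-G76V-GFP fusion) are plated overnight, then treated 4 hr at 37 °C with compound titrations from 46 uM down to 2.9 nM. Activity is scaled against untreated cells and 10 uM MG-132.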
HADH2 inh = qHTS Assay for Inhibitors of HADH2 (Hydroxyacyl-Coenzyme A Dehydrogenase, Type II); Potency, µM (series often up to 57.1 µM), without a hit: top-dose activity change, negative = inhibition, usual class: inhibitors; 3-hydroxyacyl-CoA dehydrogenase type-2 (Homo sapiens), Q99714; 73,000 tested, 3.4% active; recombinant HADH2, NADH fluorescence, beta-hydroxybutyryl-CoA; AID 886, 2007; also: potency is read from the fitted curve at half-maximal effect; % is scaled to controls: 0 for no effect and ±100 for the full control effect; nearly all actives have a fitted effect of over 60% in size; many of its hits are not listed in these tables
Target sequence (Q99714 whole entry, looked up, one chain of several): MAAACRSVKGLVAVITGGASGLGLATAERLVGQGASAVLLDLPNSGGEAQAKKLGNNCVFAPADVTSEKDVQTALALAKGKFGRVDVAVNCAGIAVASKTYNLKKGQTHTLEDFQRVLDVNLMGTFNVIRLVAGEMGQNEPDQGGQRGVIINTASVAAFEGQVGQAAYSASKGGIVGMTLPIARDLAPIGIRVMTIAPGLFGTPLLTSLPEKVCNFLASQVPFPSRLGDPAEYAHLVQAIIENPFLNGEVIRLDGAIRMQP
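Buffer 100 mM Tris-HCl pH 9.0/0.01% Tween-20; HADH2 20 nM; NAD+ 1 mM; beta-hydroxybutyryl-CoA 90 uM (all final). 15 min cpd preincubation, RT.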
BRCT PPI green = qHTS Assay for Inhibitors of BRCT-Phosphoprotein Interaction (Green Fluorophore); Potency, µM (doses to about 76.9 µM), inactives show at the top dose activity change, negative = inhibition, hits mostly inhibitors; BRCA1 BRCT-phosphopeptide binding, green fluorescence polarization; Breast cancer type 1 susceptibility protein (Homo sapiens), P38398; 75,000 tested, 0.05% active;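 also: potency is read from the fitted curve at half-maximal effect; plate controls were peptide without protein for full effect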
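Fluorescence polarization: His-tagged BRCT (~35 kDa BRCA1 C-terminus, 250 nM) bound to 100 nM fluorescein-labeled phosphorylated 10-aa BACH1 peptide, pH 7.3 phosphate buffer with DTT and Tween 20. Compounds incubated 12 min at room temperature; inhibition read as lowered polarization.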
HBB splice mod = qHTS Assay for Modulators of Hemoglobin Beta Chain Splicing; HBB splicing reporter cell assay, activation; EGFP reporter with mutant IVS2-654 intron; response scale: normalised to 500 nM splice-correcting PNA; Potency, µM (titrated, usually from 46.1 µM), for inactives: at the highest dose activation, hits mostly activators; 65,000 tested, 0.06% active; AID 925, 2007; also: potency is read from the fitted curve at half-maximal effect; 0% is about no effect
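Compounds were applied for 2 days to HeLa EGFP-654 cells, 500/well in Optimem with 2% FCS. The reporter's EGFP is disrupted by mis-splicing of beta-globin intron IVS2-654. Readout: summed well GFP fluorescence from 488 nm laser scanning; reference was 500 nM antisense […] 654 PNA.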
BRCT inh red = qHTS Assay for Inhibitors of BRCT-Phosphoprotein Interaction (Red Fluorophore). Breast cancer type 1 susceptibility protein (Homo sapiens), P38398. BRCT-phosphopeptide binding, red fluorescence polarization. Potency, µM (top dose mostly 76.9 µM), without a hit: at the top dose activity change, negative = inhibition, hits mostly inhibitors. 75,000 tested, 0.03% active; also: % is scaled to controls: 0 for no effect and ±100 for the full control effect
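Rhodamine-labelled pBACH1 10-mer (100 nM) bound to BRCT domain (100 nM) at pH 7.3; compounds incubated 12 min room temperature, polarization read. Free peptide defines full inhibition; unlabelled decapeptide titrated as control.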
Epigenetic mod = qHTS Assay for Epigenetic Modulators; mouse C127i GFP locus derepression, cytometry, 30 h; Potency, µM (doses to about 46.1 µM), for inactives: at the top dose GFP derepression (activation); AID 597, 2007; 68,000 tested, 0.09% active; also: % of control where 0% means no effect
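Derepression screen: silenced CMV-GFP reporter in murine C127i cells, 30 h compound incubation at 37 C, washed cells imaged by laser-scanning cytometer to enumerate GFP-expressing objects of 20 to 120 um.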
DNA Pol III inh = qHTS Assay for Inhibitors of DNA Polymerase III Holoenzyme System; reconstituted DNA polymerase III holoenzyme replication, biochemical; Potency, µM (doses to about 57.1 µM), for the others: at the top dose activity change, negative = inhibition; 71,000 tested, 0.25% active; also: potency is read from the fitted curve at half-maximal effect; % is scaled to controls: 0 for no effect and ±100 for the full control effect
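Reconstituted *E. coli* holoenzyme (0.35 nM Pol III, 1 nM beta, 154 nM SSB, 2 nM primase) was preincubated with compound for 15 min at RT. Synthesis on 1.4 nM ssM13Gori ran 35 min, then was stopped with PicoGreen/EDTA and read as dsDNA fluorescence.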
ALOX15 inhib = qHTS Assay for Inhibitors of 15-hLO (15-human lipoxygenase). 74,000 tested, 1.4% active. Potency, µM (top dose mostly 57.1 µM), inactives show top-dose activity change, negative = inhibition, most hits filed as inhibitors. Polyunsaturated fatty acid lipoxygenase ALOX15 (Homo sapiens), P16050. AID 887, 2007. purified 15hLO-1, xylenol orange hydroperoxide absorbance; also: potency is read from the fitted curve at half-maximal effect; % is scaled to controls: 0 for no effect and ±100 for the full control effect; nearly all actives have a fitted effect of over 55% in size
Target sequence (P16050 whole entry, looked up): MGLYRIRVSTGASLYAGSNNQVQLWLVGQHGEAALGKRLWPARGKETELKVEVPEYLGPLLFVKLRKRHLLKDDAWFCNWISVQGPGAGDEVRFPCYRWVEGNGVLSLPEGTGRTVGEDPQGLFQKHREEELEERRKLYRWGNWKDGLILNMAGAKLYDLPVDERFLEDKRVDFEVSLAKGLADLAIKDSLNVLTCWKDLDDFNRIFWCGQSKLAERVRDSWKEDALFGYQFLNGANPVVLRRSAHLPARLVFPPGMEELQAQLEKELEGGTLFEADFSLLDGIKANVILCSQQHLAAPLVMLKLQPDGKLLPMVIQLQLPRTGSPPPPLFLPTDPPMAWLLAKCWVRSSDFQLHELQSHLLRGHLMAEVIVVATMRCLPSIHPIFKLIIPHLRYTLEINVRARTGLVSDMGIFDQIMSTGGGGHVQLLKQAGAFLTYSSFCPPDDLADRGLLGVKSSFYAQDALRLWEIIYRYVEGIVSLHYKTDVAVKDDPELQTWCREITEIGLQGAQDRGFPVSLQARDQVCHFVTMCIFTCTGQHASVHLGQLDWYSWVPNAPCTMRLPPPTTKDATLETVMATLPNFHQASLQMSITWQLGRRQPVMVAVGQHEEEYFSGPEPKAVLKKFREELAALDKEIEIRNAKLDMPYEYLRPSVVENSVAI
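Compounds were preincubated 15 min at room temperature with 40 nM purified human enzyme (25 mM Hepes pH 7.5, 0.01% Triton X-100); 50 uM arachidonic acid reacted 6 min. Fe-xylenol orange detection, 30 min, absorbance ratio 573/405 nm.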
USP2a inhib = qHTS Assay for Inhibitors of Ubiquitin-specific Protease USP2a | Ubiquitin carboxyl-terminal hydrolase 2 (Homo sapiens), O75604 | USP2a enzymatic assay, qHTS inhibition | Potency, µM (highest dose often 38.3 µM), for the others: at the highest dose activity change, negative = inhibition, most hits filed as inhibitors | 60,000 tested, 0.1% active | AID 927, 2007;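 also: potency is read from the fitted curve at half-maximal effect; nearly all actives have a fitted effect of over 60% in size; plate controls were DMSO for no effect and NEM full inhibition control for full effect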
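USP2 core (20 nM final) was preincubated with compound for 30 min at RT in 20 mM Tris-HCl pH 8.0, 2 mM CaCl2, 2 mM beta-mercaptoethanol; Ub-PLA2 (20 nM) plus NBD C6-HPC (20 uM) then added, fluorescence read after 2.5 h.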
Starred values were filed as active, the others as inactive; ? = inconclusive; · = not tested or not shown; & = joins results of further samples; ! = not confirmed by another sample; [ ] = dose if it differs, or a comment. Unless noted, calls follow the shape of the dose curve; as a rule, active = well fitted curve in the direction sought with a large enough effect; inconclusive = small, poorly fitted or top-dose-only effect, or another doubt; inactive = no such curve, though single readings can be large; an effect the other way counts as inactive or inconclusive. These rows are one share of the data. The share of hits here may be higher or lower than overall.

SMILES	CRE-bla Fsk	Hsp90 Hop PPI	UbGFP stabilizer	HADH2 inh	BRCT PPI green	HBB splice mod	BRCT inh red	Epigenetic mod	DNA Pol III inh	ALOX15 inhib	USP2a inhib
Clc1ccccc1CNCC1CCC(CNCc2ccccc2Cl)CC1 (configuration not stated)	-23%	3%	11%	-1%	-1.9%	·	-1.1%	1%	-3%	-16%[25.6 µM]	·
N#Cc1c(NC(=O)CSc2nnnn2C2CCCCC2)sc2c1CCCC2	-2%	-2%	-1%	8%	-1.1%	·	-1.6%	4%	1%	4%	-24%
CC(C)c1nc(SCc2ccccn2)c2c(=O)n(C)c(=O)n(C)c2n1	5µM*	2%	-12%	4%	0.5%	0.3%	-0.1%	·	-9%	-2%	·
O=C(O)C1CSC(c2ccncc2)N1 (configuration not stated)	-5%	-1%	-4%	?	-0.8%	-4.3%	-1.8%	-4%	-6%	-5%	-3%
CCOC(=O)CSc1nc2c(c(=O)n(Cc3ccccc3Cl)c(=O)n2C)n1C	?	0%	-3%	?	-2.8%	-0.7%	-0.6%	-1%	-2%	-24%	0%
Cc1nc(N=Nc2cc(S(=O)(=O)O)c3cc([N+](=O)[O-])cc(S(=O)(=O)O)c3c2)c(COP(=O)(O)O)c(C=O)c1O	-4%&2%	-23%&-30%	2%&2%	7.9µM*	?	1.1%	-27%&-18%	-1%&-2%	32µM*	10µM*!	13%
O=C(Oc1ccc(-c2nnco2)cc1)N1CCOCC1	-2%	-3%	-2%	-5%	-1.2%	-0.8%	-1.0%	-3%	-3%	1%	-4%
COc1cc(NC(=O)c2cccc(Cl)c2)c(OC)cc1NC(=O)CN1CCOCC1	?	-14%	7%	1%	1.1%	-2.5%	-0.8%	1%	-3%	-10%	41%[activator]
O=C(CSc1n[nH]c(-c2cccs2)n1)N1CCN(S(=O)(=O)c2ccccc2)CC1	-1%	-4%	4%	6%	2.0%	-0.1%[57.5 µM]	0.3%	-1%	0%	1%	26%
CCOC(=O)c1sc(NC(=O)CSc2nnnn2-c2ccc(C)cc2C)nc1C	5%	-6%	-5%	31%[activator]	-1.0%	·	1.5%	1%	-3%	-5%	11%
COC(=O)C1=C(C)NC2=C(C(=O)CCC2)C1c1cccs1 (configuration not stated)	4%	-8%	-6%	-14%	-1.3%	-1.7%	1.1%	-2%	2%	14%	-8%
O=C(Nc1cnn(Cc2ccccc2)c1)c1nc2ncccn2n1	-4%	-5%	-2%	-2%	-1.2%	·	-5.5%	3%	-3%	14%	-3%
CCn1c(C(=O)N2CCc3ccccc3C2)cc2sccc21	-10%	2%	0%	-9%	-1.4%	0.5%	-1.0%	-2%	0%	?	·
CCc1nnc(NC(=O)CSc2nnc(-c3cc4ccccc4cc3O)n2CC)s1	-1%	-17%	0%	-23%	-1.1%	·	2.2%	0%	-7%	-24%	22%
CCC(=O)Nc1ccc(Br)c(Cl)c1	-10%	1%	1%	13%	-1.2%	0.1%	-0.6%	2%	-2%	-1%	-3%
c1cnc2ccc(C(c3nnnn3C3CCCC3)N3CCN(c4nc5ccccc5s4)CC3)cc2c1 (configuration not stated)	-2%	-12%	2%	2%	-1.3%	·	-0.2%	2%	16%	-13%	233%[activator]
CCn1cc(C(=O)Nc2ccc(C(=O)N3CCCC3)cc2)c(=O)c2ccc(C)nc21	-2%	0%	2%	5%	-1.0%	0.2%[57.5 µM]	-0.5%	2%	-4%	7%	-3%
Cc1cccc(CC2CC(=O)N(c3ncccn3)C2=O)c1 (configuration not stated)	4%	0%	3%	-3%	-2.3%	0.6%	-2.5%	2%	-3%	6%	2%
Cc1ccc(N(CC(=O)O)S(C)(=O)=O)cc1Cl	-3%	2%	-3%	12%	-8.0%	-0.4%	-1.0%	3%	-2%	4%	-5%
COC(=O)C1=C(C)NC(=O)CC1c1ccc(C(=O)OC)cc1 (configuration not stated)	4%	-2%	6%	6%	-0.8%	0.6%	-0.5%	0%	2%	9%	2%
CCn1c(=O)cc(SCC(=O)NCCN2CCN(Cc3ccccc3)CC2)c2ccccc21	-6%	-2%	·	-14%	-2.1%	1.6%[0.369 µM]	0.2%	0%	-2%	-4%	27%
CCc1nn(CC(=O)O)c(=O)c2ccccc12	0%	9%	5%	-4%	-0.4%	·	-0.5%	-1%	-9%	?	-3%
COc1ccc(Cl)cc1NC(=O)CSc1nnc(-c2ccncc2)n1CC1CCCO1 (configuration not stated)	8%	-5%	-3%	6%	-1.1%	·	0.7%	0%	-2%	4%	6%
CCOC(=O)C1=C2SCCN2C(=O)C(C#N)C1(C)C (configuration not stated)	1%	-1%	-2%	0%	1.4%	·	-2.2%	-3%	-4%	10%	-5%
C[C@@](Cc1ccccc1)(NC(=O)CN)c1ccccc1	?	-6%	0%	4%	-1.7%	·	-0.9%	-1%	-3%	-1%[25.6 µM]	·
CS(=O)(=O)N(CC(=O)NCc1ccc2c(c1)OCO2)c1ccccc1	-3%	-2%	-2%	-6%	0.5%	-0.3%[57.5 µM]	-0.1%	0%	-8%	7%	·
COC(=O)c1ccccc1NC(=O)CSc1nnc(-c2ccoc2C)n1C	21%	-4%	-2%	5%	0.8%	-1.0%	-1.0%	5%	0%	1%	12%
Cc1cccc(OCCn2c(=O)n(C)c3ccccc32)c1	3%	-3%[2.3 µM]	-2%	8%	-1.7%	0.2%	0.8%	·	6%	-2%	·
CCN(CC)CCOC(=O)C12CC3CC(CC(C3)C1)C2	6%	-3%	-9%	18%	5.9%	·	-0.2%	-1%	-10%	-10%	4%
CCCCc1ccc(NC(=O)OC)cc1	1%	5%	5%	-3%	0.5%	0.0%[9.22 µM]	-1.1%	0%	-2%	-3%	4%
c1ccc(N2CCN(c3nc4ccccc4n4nnnc34)CC2)cc1	?	?	2%	-9%	1.3%	7.5%	-2.5%	-6%	-1%	0%	27%
O=C(CSc1nnnn1-c1ccccc1)NC(=O)Nc1ccc2c(c1)OCCO2	20%	-1%	-11%	21%	-5.9%	2.5%[1.84 µM]	-0.4%	0%	-7%	1%	9%
COc1ccc2c(CC(=O)OCC(=O)c3ccc(F)cc3)coc2c1	-9%	3%	0%	-2%	-1.6%	-0.3%[57.5 µM]	0.3%	-3%	4%	-2%	11%
CCOC(=O)C1=C(N)OC2=C(C(=O)CCC2)C1c1cccs1 (configuration not stated)	8%	-2%	0%	-15%	-2.5%	0.3%[9.22 µM]	-0.9%	-2%	-2%	0%	0%
Cc1cccc(N2CC(C(=O)Nc3ccc4c(c3)OCO4)CC2=O)c1C (configuration not stated)	3%	-5%	2%	11%	-1.4%	1.1%	0.7%	2%	-2%	-2%	6%
C=C(C)CNCCN	-6%[7.6 µM]	-9%[11 µM]	-3%[9.17 µM]	-9%[11.4 µM]	1.1%[15.4 µM]	3.6%[9.22 µM]	0.7%[15.4 µM]	-3%[9.22 µM]	-8%[11.4 µM]	7%[11.4 µM]	·
O=C(Nc1ccccc1)N1CC[C@@]2(CCCN(C(=O)c3cccc(F)c3)C2)C1	-7%	-8%	-6%	-9%	-1.8%	2.4%	-1.4%	2%[9.22 µM]	-6%	5%	-1%

Source: PubChem
